Screening results as filed in PubChem BioAssay.
SMARCA2 activ: SMARCA2 (BRM) function activators, primary screen, cell-based, luminescence, high throughput; AID 652017, 2013; MG213 cells, MMTV-luciferase reporter, dexamethasone, overnight; activation, % at 9.1 µM; 370,000 tested, 1% active; in the data active = activation above about 7.8%;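 also: 0% = vehicle wells and 100% = reference activator wells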
Rev-erbA mod: modulators of Rev-erb alpha DNA binding, primary screen, biochemical, FITC-DNA, fluorescence polarization, uHTS | 370,000 tested, 0.79% active | activity, % at 10 µM | Nuclear receptor subfamily 1 group D member 1 (Homo sapiens), P20393 | AID 1259318, 2017 | Rev-erbα–FITC-DNA binding, 90 min;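 active = activity above about 14%, limit read from the data; passing the limit was not always enough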;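 also: 0% = DMSO wells with 35 nM protein and 100% = DMSO wells with 750 nM protein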
PG9 Ab binder: binders of HIV-1 gp120 antibody PG9, primary screen, biochemical, TR-FRET. HIV-1 gp120 / PG9 antibody interaction. TR-FRET gp120-PG9 antibody binding. inhibition, % at 6.7 µM. 360,000 tested, 0.43% active; in the data active = inhibition above about 8.5%
hgDAF-12 ag: H. glycines DAF-12 receptor agonists, primary screen, cell-based, luminescence, HEK293, GAL4 fusion, UAS-luciferase; AID 687014, 2013; Nuclear hormone receptor DAF-12 (Heterodera glycines), GAL4 fusion; activation, % at 6.8 µM; 370,000 tested, 1.8% active; HEK293 GAL4-hgDAF12 UAS-luciferase reporter, agonist luminescence; normalized to butyrate control;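 active = activation above a cutoff set at the mean of all screened compounds plus 3 SD, cut at about 10% in these data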;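 also: 0% = DMSO wells and 100% = sodium butyrate wells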
HGIII-sPLA2 inh: human group III sPLA2 inhibitors, primary screen, biochemical, QFRET, BODIPY PC-A2 liposome substrate; Group 3 secretory phospholipase A2 (Homo sapiens), Q9NZ20; QFRET BODIPY PC-A2 liposome hydrolysis, fluorescence; inhibition, % at 12.2 µM; 370,000 tested, 0.56% active; AID 743126, 2013;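 active = inhibition above mean plus 3 SD of compounds lying within the high and low control bounds, cut at about 19% in these data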;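 also: 0% = median of test compound wells and 100% = no enzyme DMSO wells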
hcDAF-12 act: H. contortus DAF-12 nuclear receptor activators, primary screen, cell-based, luminescence, HEK293, lit1-tk-luc reporter; HEK293 hcDAF-12 lit1-tk-luc reporter; 0% DMSO, 100% Δ7-dafachronic acid; 370,000 tested, 1.4% active; activation, % at 6.8 µM;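 active = activation above the mean of all tested compounds plus 3 SD, cut at about 5.5% in these data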;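 also: 100% = response to 3 µM Δ7-dafachronic acid high control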
PLC-beta3 inh: human PLC-beta3 inhibitors, primary screen, biochemical, fluorescence | 370,000 tested, 0.18% active | Purified PLC-beta3, fluorogenic substrate | 1-phosphatidylinositol 4,5-bisphosphate phosphodiesterase beta-3 (Homo sapiens), Q01970 | inhibition, % at 12.2 µM; in the data active = inhibition above about 11%;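 also: 0% = median of compound wells on plate and 100% = full blocker control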
Target sequence (Q01970 whole entry, looked up): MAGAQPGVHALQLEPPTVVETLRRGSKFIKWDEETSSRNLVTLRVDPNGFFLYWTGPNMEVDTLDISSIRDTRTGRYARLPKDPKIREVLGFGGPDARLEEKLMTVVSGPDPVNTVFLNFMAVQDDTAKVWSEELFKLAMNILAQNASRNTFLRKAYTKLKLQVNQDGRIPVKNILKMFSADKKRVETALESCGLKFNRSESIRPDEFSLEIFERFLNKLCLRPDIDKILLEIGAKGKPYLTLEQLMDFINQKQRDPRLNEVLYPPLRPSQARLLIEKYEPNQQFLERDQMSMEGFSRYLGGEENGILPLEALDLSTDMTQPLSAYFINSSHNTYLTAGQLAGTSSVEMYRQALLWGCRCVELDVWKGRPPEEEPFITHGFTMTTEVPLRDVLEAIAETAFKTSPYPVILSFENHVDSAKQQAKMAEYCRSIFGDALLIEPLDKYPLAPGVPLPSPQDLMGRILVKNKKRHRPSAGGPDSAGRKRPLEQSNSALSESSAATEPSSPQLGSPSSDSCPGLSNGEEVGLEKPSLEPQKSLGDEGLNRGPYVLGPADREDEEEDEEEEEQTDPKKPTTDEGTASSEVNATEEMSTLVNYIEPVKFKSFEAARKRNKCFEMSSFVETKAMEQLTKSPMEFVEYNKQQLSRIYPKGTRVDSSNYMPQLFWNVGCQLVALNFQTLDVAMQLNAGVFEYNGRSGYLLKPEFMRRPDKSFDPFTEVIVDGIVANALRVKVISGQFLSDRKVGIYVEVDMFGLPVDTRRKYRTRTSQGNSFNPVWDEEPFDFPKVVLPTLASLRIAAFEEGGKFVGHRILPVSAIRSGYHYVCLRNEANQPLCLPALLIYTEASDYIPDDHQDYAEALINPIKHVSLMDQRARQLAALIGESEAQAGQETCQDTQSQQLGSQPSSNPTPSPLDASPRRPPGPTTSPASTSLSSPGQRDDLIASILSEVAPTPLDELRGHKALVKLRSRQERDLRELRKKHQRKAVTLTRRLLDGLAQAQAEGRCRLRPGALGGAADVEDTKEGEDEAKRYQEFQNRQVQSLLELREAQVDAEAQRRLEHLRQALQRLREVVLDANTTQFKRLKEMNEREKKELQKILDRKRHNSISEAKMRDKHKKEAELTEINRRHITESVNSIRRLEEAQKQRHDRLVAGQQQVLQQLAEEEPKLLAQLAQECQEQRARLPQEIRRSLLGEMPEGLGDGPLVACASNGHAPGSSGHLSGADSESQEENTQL
DAX1 inh-1: DAX1 (NR0B1) inhibitors, primary screen, cell-based, HEK293, Gal4-DAX1, luciferase luminescence; HEK293 Gal4-DAX1 luciferase reporter; 340,000 tested, 0.99% active; AID 504766, 2011; inhibition, % at 6.75 µM;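 active = inhibition above the mean over all tested compounds plus 3 SD, cut at about 4.2% in these data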;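 also: 0% = DAX1-transfected cells with DMSO and 100% = empty-vector control cells with DMSO; inhibition shows as a rise in luminescence from relieved DAX1 repression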
FXN GAA850 act: FXN promoter activators, primary screen, cell-based, luciferase luminescence, HEK293 lucGAA850 | HEK293 lucGAA850 FXN promoter luciferase reporter, 24 h; percent of 10 µM SAHA response | activation, % at 6 µM | 360,000 tested, 0.56% active;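 active = activation above the average of all compounds screened plus 3 SD, cutoff fixed separately per campaign, cut at about 7.5% in these data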;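 also: 0% = DMSO wells and 100% = 10 µM SAHA wells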
ssDAF12 agonist: S. stercoralis DAF-12 nuclear receptor activators, primary screen, cell-based, luminescence, HEK293, GRIP1 co-expression, lit1-tk-luc; HEK293 ssDAF-12/GRIP1 lit1-tk-luc reporter; % of 3 µM dafachronic acid response; activation, % at 6.8 µM; 370,000 tested, 1% active; Nuclear hormone receptor DAF-12 (Strongyloides stercoralis);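 active = activation above the mean over all tested compounds plus 3 SD, cut at about 0.9% in these data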;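 also: 0% = DMSO-only wells and 100% = 3 µM delta7-dafachronic acid wells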
DAX1 inh-2: DAX1 (NR0B1) inhibitors on StAR promoter, primary screen, cell-based, luminescence, SF-1 (NR5A1), full-length DAX-1; HEK293T StAR-luciferase reporter, SF-1/DAX-1 repression relief; inhibition, % at 6.8 µM; 370,000 tested, 1.1% active; AID 652010, 2013;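 active = inhibition above the mean over all tested compounds plus 3 SD, cut at about 3.6% in these data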;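 also: 0% = DAX-1 cells with DMSO and 100% = cells lacking DAX-1 with DMSO; higher inhibition means more luminescence from relief of DAX-1 repression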
An asterisk follows results filed as active; · = no result given.

#	smiles	ssDAF12 agonist	DAX1 inh-1	hgDAF-12 ag	HGIII-sPLA2 inh	FXN GAA850 act	hcDAF-12 act	PLC-beta3 inh	SMARCA2 activ	DAX1 inh-2	Rev-erbA mod	PG9 Ab binder
1	Cc1ccccc1NC(=O)C(NC1CCCCC1)C(C)C (stereo not drawn)	-2.1	0.8	-1.6	2.4	1.7	0.4	-6.0	1.3	0.1	-2.4	0.2
2	COc1ccc(OC)c(NC(=O)CSc2nnc(CNC(=O)c3ccccc3F)o2)c1	-0.8	0.8	0.3	5.5	-0.2	0.3	-4.1	-1.8	0.3	-3.1	-3.0
3	Cc1cc(NC(=O)c2cccc([N+](=O)[O-])c2)n(-c2ccccc2)n1	-0.2	-1.4	-2.6	0.0	1.6	0.0	0.2	-2.0	-0.3	5.4	-1.0
4	O=C(Cc1cccs1)NCc1ccc(Cl)cc1Cl	-0.7	0.3	5.8	3.4	5.5	1.0	-5.8	5.5	0.6	5.1	0.6
5	COc1cccc(-n2c(=O)c3c(C)c(C(=O)N(C)C)sc3n(CC(=O)NCCc3ccc(OC)c(OC)c3)c2=O)c1	-0.1	-0.4	-0.5	2.0	-0.1	-1.1	-5.0	-0.2	-0.5	0.3	-0.8
6	CC(Sc1nncs1)C(=O)NCc1ccc2c(c1)OCO2 (stereo not drawn)	-0.8	-0.4	-1.9	2.1	0.9	-1.8	1.0	-1.0	-0.3	-1.0	-1.6
7	COCCNC(=O)CN1C(=O)COc2ccc(S(=O)(=O)N3CC(C)CC(C)C3)cc21 (stereo not drawn)	-0.4	1.4	-1.4	-1.3	1.8	-3.2	2.6	0.8	1.4	-6.8	1.6
8	O=C(NCc1n[nH]c(=S)n1-c1ccc(Cl)c(Cl)c1)c1ccc(S(=O)(=O)N2CCOCC2)cc1	-0.8	1.8	-0.6	10.5	2.4	-0.2	2.2	-1.7	0.0	0.2	-0.7
9	Cc1nn(C)cc1CNC(=O)c1cccc(Cl)c1	-1.6	0.6	0.8	-0.3	-1.4	-0.9	-0.4	-4.4	-0.2	-3.5	0.7
10	COc1ccc(NC(=S)N(CCCN2CCCC2)Cc2ccco2)cc1	-0.8	-0.8	-2.9	2.7	-0.9	2.1	-4.5	-4.4	0.7	-7.8	-1.1
11	Cc1cccc(NC(=O)c2ccccc2SCc2ccc(F)cc2)n1	-0.7	0.4	-0.6	9.1	-0.6	-0.8	-5.5	0.2	-2.4	9.5	-0.1
12	O=S(=O)(c1ccccc1)N1CCC2(CC1)OCCO2	-1.0	-1.3	1.5	-2.4	-0.2	-1.2	2.3	0.5	1.0	-4.2	-1.5
13	CCCCC(C)n1[nH]c(=O)cc1N (stereo not drawn)	-1.4	-0.8	-0.3	2.9	-1.1	-1.0	0.4	3.0	-0.1	6.0	2.4
14	N=C1C(c2nc3ccccc3[nH]2)=C(O)CN1NC(=O)c1c[nH]c2ccccc12	-0.1	1.8	-0.6	8.1	-0.4	4.3	-3.6	-4.2	1.5	1.0	-1.2
15	COc1ccc2c(c1)N=CN1CCc3c([nH]c4ccccc34)C3=NCC[C@@]321	-1.6	·	0.0	4.9	·	-2.2	-0.2	·	·	-3.7	·
16	COC(=O)c1ccc(COC(=O)c2cccnc2Cl)cc1	-0.8	0.2	4.8	-0.1	4.6	-1.2	-3.3	0.7	0.3	-0.2	0.5
17	Cc1ccc(Sc2nc3c(c(=O)[nH]c(=O)n3C)n2CCc2ccccc2)cc1	-1.0	-0.3	-0.9	-1.3	3.4	-3.0	12.9*	-3.4	0.4	15.7	-0.5
18	Cc1ccccc1OC1=NS(=O)(=O)c2ccccc21	-0.5	-0.1	4.5	7.0	0.6	0.0	4.7	1.2	-0.1	0.2	0.0
19	CCC(C(=O)N1CCN(Cc2ccc3c(c2)OCO3)CC1)n1c(=O)[nH]c2ccccc2c1=O (stereo not drawn)	-1.2	0.3	-1.6	0.3	0.8	-0.6	-8.9	-1.0	-0.3	-3.6	0.3
20	CCOC(=O)c1c(C)c(C(=O)NCc2cccs2)c(C)n1CC	-2.0	0.2	-2.1	-5.6	-1.5	-2.2	3.8	-1.5	0.9	-0.6	-0.1
21	CN(CC(=O)Nc1ccccc1N1CCOCC1)S(=O)(=O)c1ccc(Cl)cc1	-0.3	0.4	3.0	3.9	-1.0	0.0	0.4	-1.6	0.2	1.0	-2.4
22	Cc1ccccc1Nc1ncc(C#N)c(N)n1	-0.9	·	3.8	5.6	4.0	0.1	5.0	6.3	0.9	2.9	-2.6
23	S=c1[nH]nc(C2CCCCC2)n1/N=C/c1ccccc1Cl	-1.2	1.3	-2.2	8.7	1.7	-1.4	-7.1	-0.7	-0.3	-0.4	-0.6
24	O=C(Nc1cccc(OC(=O)c2ccc(Br)o2)c1)c1ccccc1	-1.1	1.1	4.0	-16.1	3.2	-1.5	-13.9	4.1	1.4	-3.8	0.4
25	COc1ccc(N(CC(=O)NCc2cccnc2)S(=O)(=O)c2ccccc2)c(OC)c1	-1.6	-0.4	5.2	-3.4	1.3	-0.5	3.3	-0.3	-0.6	1.7	-1.5
26	O=C(NNC(=O)c1cc(-c2ccc(Cl)cc2)nc2ccccc12)c1csc(N2CCOCC2)n1	-1.1	1.5	1.4	-12.0	0.2	0.2	-35.2	-1.1	-1.0	-1.3	2.0
27	Cc1nc([N+](=O)[O-])c(C(=O)OCc2ccccc2Br)n1C	-1.0	-0.7	-0.6	-4.3	1.0	-0.3	-4.7	-0.3	-0.6	-0.2	0.3
28	CC(C)Oc1ccc(/C=C(\C#N)C(=O)NC2CC2)cc1	-1.3	2.3	7.5	1.6	2.4	0.5	-1.8	1.6	0.8	-0.5	-2.6
29	COCCN(C(=O)C(C)C)c1nnc(-c2cccc(C)c2)s1	-1.6	0.2	-0.4	-9.2	-0.6	-0.9	0.3	-5.9	0.1	-1.8	0.1
30	CCOC(=O)CC(NC(=O)CCc1c(C)nc2nc(C)nn2c1C)c1ccc(C)cc1 (stereo not drawn)	-1.7	-1.3	-0.5	4.8	1.2	0.7	-1.7	-5.0	0.5	-2.0	0.3
31	Cc1ccc(-n2nc3ccc(NC(=O)c4cccc([N+](=O)[O-])c4C)cc3n2)cc1	-0.7	0.1	1.9	2.0	4.2	2.2	-11.6	-1.8	1.3	26.4*	0.2
32	Fc1ccc(NC(=S)NCc2cccnc2)cc1	-1.6	-0.2	-1.3	0.1	0.0	-1.4	-4.6	-2.8	0.5	5.2	0.1
33	CNC[C@@H]1OCc2ccccc2-c2c(n(C)c3ccccc23)C(=O)N([C@H](C)CO)C[C@@H]1C	-1.3	0.2	1.5	-3.0	-2.4	0.1	4.0	-2.5	0.8	-0.9	-1.3
34	CCOC(=O)[C@@H]1[C@H]2COc3ccccc3[C@@H]2N2C(=O)N(c3ccc(Cl)cc3)C(=O)[C@]12C	-1.0	0.4	-0.2	-5.5	-0.8	-1.4	0.4	-0.3	-1.0	0.6	-1.6
35	CCN(CC)c1ncccc1C(=O)NCc1cccs1	-1.8	-0.3	0.2	2.8	1.4	-1.7	-0.7	-1.2	-0.4	-1.8	0.4
36	O=C1NC(Cc2c[nH]c3ccccc23)C(=O)N1Cc1ccc(CN2C(=O)NC(Cc3c[nH]c4ccccc34)C2=O)cc1 (stereo not drawn)	-0.6	0.4	-1.6	-144.2	-1.9	1.6	-4.1	-0.7	-0.4	2.2	-2.0
37	COc1ccc(CCCC(=O)Nc2cc(C)ccc2OC)cc1	-0.8	0.2	0.5	-2.5	0.1	-2.9	2.1	-1.7	-0.2	0.3	0.0
38	CCOC(=O)c1c(-c2ccc(C)o2)csc1NC(=O)CSc1ncn[nH]1	-1.7	3.7	-0.6	-37.4	-1.8	-1.9	-11.8	-0.9	-0.9	-3.1	-1.8
39	COc1cc(/C=C/C(=O)OCC(=O)NCCc2ccc(S(N)(=O)=O)cc2)ccc1OCC#N	-1.3	-0.5	0.1	2.5	-2.2	0.7	-52.4	-1.2	-1.3	-4.9	-0.1
40	O=C(NN=Cc1ccc([N+](=O)[O-])cc1)C1CC1	-1.4	0.8	1.1	5.8	0.2	-0.3	1.0	5.3	-2.2	-7.2	0.0
41	COC(=O)c1cc(NC(=O)CN2CCOCC2)cc(C(=O)OC)c1	-1.2	1.2	-1.7	4.9	-1.0	-2.1	3.2	-6.0	0.0	-0.1	-0.1
42	O=C(COC(=O)c1ccc2ncsc2c1)Nc1cc(Cl)ccc1F	-0.5	-0.9	1.0	-19.6	0.9	1.0	-10.1	1.7	2.7	5.5	-1.1
43	COc1cccc(/C=C/c2ccc3cccc(O)c3n2)c1	1.5*	0.8	14.5*	-0.9	8.7*	9.0*	-24.4	14.1*	0.0	-0.3	0.8
44	CCOc1ccccc1NC(=O)N1CCc2ccccc2C1	0.6	1.0	1.1	4.0	1.8	1.3	-5.9	-0.5	-2.0	-1.8	1.1
45	CC(=O)Nc1cccc(NC(=O)c2ccc(C)c([N+](=O)[O-])c2)c1	-1.0	0.1	2.8	3.8	2.9	-0.4	4.2	1.4	-0.8	-2.2	-1.4
46	COc1cccc(-c2nnc(-c3ccccc3NC(=O)c3ccc(C(C)(C)C)cc3)o2)c1	-0.9	·	-0.5	-5.0	0.2	1.1	-5.5	-1.2	0.0	0.2	-2.6
47	CC1CCN(C(=O)COC(=O)c2cccs2)CC1	0.1	1.8	7.0	0.9	1.5	4.0	-1.1	2.3	2.5	-3.9	-0.3
48	C/C(=N\NC(=O)c1cc(C)[nH]n1)c1cccs1	0.3	2.1	16.5*	5.0	3.8	4.0	6.5	2.0	4.5*	-2.5	-1.9
49	Cc1c(C(=O)/C=C/N(C)C)nnn1-c1ccc(Cl)cc1C#N	-1.5	0.5	-4.8	-8.7	1.5	-0.4	-161.8	-2.1	0.1	-3.1	1.3
50	COc1ccc(CN2CCCC(C(=O)c3cccc(C(F)(F)F)c3)C2)cc1O (stereo not drawn)	-1.4	0.4	-0.5	-15.0	-0.4	-0.7	-1.4	-3.2	0.1	11.8	1.6
